# High-throughput results (PubChem BioAssay)
# KDM5B inh: KDM5B demethylase inhibition; Q9UGL1; KDM5B demethylase, FDH-coupled NADH fluorescence (FDH is formaldehyde dehydrogenase); Potency, µM (titrated, usually from 57.7 µM), for inactives: top-dose activity change, negative = inhibition, hits mostly inhibitors; 220,000 tested, 2.6% active; active = well fitted inhibition curve with a large enough effect; inconclusive = small, poorly fitted or top-dose-only effect; inactive = no such curve, though single readings can be large or run the other way; note: 0% is about no effect; nearly all actives have a fitted effect of over 70% in size
# Target sequence (Q9UGL1 whole entry, looked up): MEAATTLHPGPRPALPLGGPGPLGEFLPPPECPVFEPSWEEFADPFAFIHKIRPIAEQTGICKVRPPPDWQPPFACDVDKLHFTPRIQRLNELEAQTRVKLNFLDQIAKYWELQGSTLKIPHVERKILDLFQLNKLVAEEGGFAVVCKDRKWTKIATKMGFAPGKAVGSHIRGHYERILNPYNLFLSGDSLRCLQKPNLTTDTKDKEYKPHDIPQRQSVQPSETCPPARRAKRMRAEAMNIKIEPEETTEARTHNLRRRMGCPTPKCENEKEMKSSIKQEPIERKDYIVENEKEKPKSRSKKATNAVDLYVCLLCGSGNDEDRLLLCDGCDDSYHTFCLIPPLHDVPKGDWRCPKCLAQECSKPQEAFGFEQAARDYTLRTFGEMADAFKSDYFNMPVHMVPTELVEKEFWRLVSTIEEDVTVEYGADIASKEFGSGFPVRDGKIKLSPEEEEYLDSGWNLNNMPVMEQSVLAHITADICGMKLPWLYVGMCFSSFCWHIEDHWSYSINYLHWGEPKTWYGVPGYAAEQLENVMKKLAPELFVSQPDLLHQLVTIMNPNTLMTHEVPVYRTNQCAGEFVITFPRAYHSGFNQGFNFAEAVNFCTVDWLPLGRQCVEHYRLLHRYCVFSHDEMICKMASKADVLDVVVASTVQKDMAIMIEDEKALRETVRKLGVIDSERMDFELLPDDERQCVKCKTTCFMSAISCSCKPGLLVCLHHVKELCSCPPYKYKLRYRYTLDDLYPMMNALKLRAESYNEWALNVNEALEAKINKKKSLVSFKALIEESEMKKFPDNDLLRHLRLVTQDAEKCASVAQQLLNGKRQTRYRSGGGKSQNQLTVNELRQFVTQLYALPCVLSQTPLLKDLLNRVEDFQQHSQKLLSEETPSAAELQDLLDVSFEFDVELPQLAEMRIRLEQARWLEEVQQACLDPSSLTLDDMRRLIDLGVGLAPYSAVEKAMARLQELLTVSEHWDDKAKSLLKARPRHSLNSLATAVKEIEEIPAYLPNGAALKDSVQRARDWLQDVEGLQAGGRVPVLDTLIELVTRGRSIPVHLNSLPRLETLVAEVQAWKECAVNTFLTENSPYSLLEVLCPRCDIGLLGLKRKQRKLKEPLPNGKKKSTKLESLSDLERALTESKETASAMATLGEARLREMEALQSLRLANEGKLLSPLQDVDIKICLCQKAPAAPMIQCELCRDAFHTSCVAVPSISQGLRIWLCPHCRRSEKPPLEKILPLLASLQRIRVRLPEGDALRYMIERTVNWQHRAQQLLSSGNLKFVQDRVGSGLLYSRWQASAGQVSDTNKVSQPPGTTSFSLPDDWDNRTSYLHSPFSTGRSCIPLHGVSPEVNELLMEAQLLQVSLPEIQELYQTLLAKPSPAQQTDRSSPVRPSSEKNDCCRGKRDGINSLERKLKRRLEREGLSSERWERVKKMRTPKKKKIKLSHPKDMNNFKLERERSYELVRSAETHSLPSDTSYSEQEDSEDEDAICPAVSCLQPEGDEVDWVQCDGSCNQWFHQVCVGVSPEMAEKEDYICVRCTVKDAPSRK
#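 Inhibition is measured as reduced NADH fluorescence generation from FDH coupling to formaldehyde release. Truncated KDM5BΔAP at 200 nM final acts on H3K4me3 peptide (12.5 µM in substrate mix) in pH 7.5 HEPES buffer with Tween-20, 30 min, room temperature.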
# Starred values were filed as active, the others as inactive; i = inactive; ? = inconclusive; & = joins results of further samples; [ ] = remark or other dose. Potency is the fitted concentration of half-maximal effect. The list is partial; the hit share may differ from the screen's.
KDM5B inh | Compound
18.0% | CCOc1cc(=O)n2c(c1C(=O)Nc1cccc(F)c1)CCCC2
2.7% | CCOc1ccc(C(=O)N2CCCC(c3noc(COc4ccccc4)n3)C2)cc1 (stereo not given)
-3.3% | Cc1ccc(C)c(N2CCN(C(=O)Cn3ncc4c(=O)oc5ccc(C)cc5c43)CC2)c1
11.8%&10.4% | COc1cccc(-c2nc(CS(=O)(=O)CC(=O)NCCCN3CCN(C)CC3)c(C)o2)c1
2.5%[149 µM] | O=C(c1ccc2c(c1)OCO2)N1CCC(N2CCCOC2=O)CC1
-4.6% | CCC(=O)N1CCc2cc(S(=O)(=O)NC(CC(C)C)C(=O)Nc3ccc(CC)cc3)ccc21 (stereo not given)
? | Cc1ccc(CNC(=O)CCc2c(C)nc3c(c(C)nn3-c3ccccc3)c2C)cc1
-30.5% | CCOc1ccccc1C(=O)NCc1nnc2c(-c3nc(C4CC4)no3)cccn12
12.1% | Cc1ccccc1NC(=O)CCS(=O)(=O)c1ccc(Br)s1
-0.7% | Cc1nc2c(-c3ccc(F)cc3)c(C)nn2c(C)c1CCC(=O)NCc1ccc(Cl)cc1
-7.4% | CCc1ccc(CNC(=O)COC(=O)c2ccc(Cl)cc2)cc1
10.2% | Cc1ccc(N2CCN(C(C(=O)O)c3c[nH]c4cc(NC(=O)C(C)C)ccc34)CC2)c(C)c1 (stereo not given)
? | O=C(Cn1c(-c2ccccc2)cc2ccccc21)N1CCCCC1
-21.7% | COc1ccc(CC(=O)Nc2ccc(=O)n3c2[C@@H]2C[C@@H](CN(C(=O)Nc4ccc(OC)cc4)C2)C3)cc1
-19.6% | Cn1c(=O)n(Cc2ccccc2)c(=O)c2c1nc(Br)n2CC(=O)c1ccccc1
? | C/C(=N\NC(=O)c1ccccc1)c1ccc2c3c(cccc13)CC2
-12.7% | COc1ccc(CCNC(=O)C2CCCN(c3nc(C)nc4onc(C)c34)C2)cc1OC (stereo not given)
31.6µM* | C=CCNC(=O)C(NC(=O)c1cccc(OC)c1)C1CCN(C(=O)c2ccccc2F)CC1 (stereo not given)
6.4% | CC(C)C(=O)N(C)N(C)C(=O)C(C)C
? | COCC1CN(C)CC12CCN(C(=O)c1ccc(C)cc1C)CC2 (stereo not given)
-16.3% | O=C(O)CSc1c2c(nc3cc(C(=O)NC4CCCCCC4)ccc13)CCCC2
? | COc1cc(CNC(=O)c2nccnc2N)ccn1
3.5% | Cc1cc(=O)c(C(=O)N2CCN(Cc3ccccc3)CC2)nn1-c1ccccc1F
-0.1% | COC1CN(c2ccc(C)cc2)C12CCN(C(=O)c1ccncc1)CC2 (stereo not given)
-27.8% | O=C(NCCN1CCCC1)C1CCN(c2cnn(CC3CC3)c(=O)c2)C1 (stereo not given)
-15.1% | O=C1CCN(C(=O)Nc2ccccc2)CCCC(c2nc(-c3cnccn3)no2)CCN1 (stereo not given)
-12.0% | NC1(C(=O)N2CCCC(CCc3ccccc3F)C2)CCC1 (stereo not given)
-7.4% | Cc1ccc(CCNC(=O)c2c[nH]c3ccc(S(=O)(=O)Nc4ccc(C)cc4C)cc3c2=O)cc1
3.3% | Cc1ccc(CNC(=O)CCS(=O)(=O)c2cc(Br)cc3c2N(C(=O)C2CC2)CC3)cc1
-10.4% | CCn1c(CCc2ccc(NC(=O)c3ccc(C#N)cc3)cc2)nc2ccccc21
-5.1% | O=c1oc2ccccc2cc1-c1nc(-c2cccnc2)no1
6.6% | CN(C)C(=O)N1CCCC(CCc2c(F)cccc2F)C1 (stereo not given)
-9.7% | COc1ccc(CCC(=O)N2CCC(Cc3nc(-c4ccc(F)cc4)no3)CC2)cc1
-0.2% | O=C(CCS(=O)(=O)c1ccc(Br)cc1)NCCc1ccc(Cl)cc1
-20.6% | O=C(O)c1cccc(CN2C(=O)S/C(=C/c3ccccc3[N+](=O)[O-])C2=O)c1
-3.0% | O=C(OCC(=O)N1CCCC1)c1cccc(Br)c1
6.6% | CN(Cc1ccncc1)C(=O)CCCNC(=O)C1CC1
-20.2% | O=C(Nc1nnc(S(=O)(=O)N2CCN(c3ccc(F)cc3)CC2)s1)c1ccc(Cl)cc1
3.2% | O=C(CCC1CCCC1)N1CCN(C(=O)N2CC3CC(C2)[C@H]2CCCC(=O)N2C3)CC1 (stereo not given in full)
-17.8% | CN1C(C(=O)NC(C)(C)C)=CC(c2ccc3c(c2)OCO3)=NS1(=O)=O
3.1%[115 µM] | O=C(c1ccc(Cl)cc1)N1CCC2(CC1)CC(=O)N(c1ccccc1)c1ccccc1O2
-5.3% | COCCc1nn2c(=O)cc(COC(=O)c3ccc(Br)cc3)nc2s1
-15.8% | O=[N+]([O-])c1ccccc1S(=O)(=O)NC(c1ccccc1)c1cccs1 (stereo not given)
22.6% | Cc1ccccc1-c1nccc2ccccc12
-19.4% | Cc1nc(C)c(C(=O)N2CCc3c(c(-c4nncn4-c4ccccc4)nn3C)C2)s1
-0.1% | CCC1CN(C(=O)c2cccc3c2OCC3)CCC(=O)N1Cc1ccccc1 (stereo not given)
6.0% | O=S(=O)(CCN1CCCCC1)c1ccccc1
5.6% | CN1CC2(CCN(C(=O)c3ccc(C#N)cc3)CC2)CC1C(=O)N1CCOCC1 (stereo not given)
-13.8% | CC(=O)Nc1ccc(C2(C(=O)NCc3ccccc3F)CCC2)cc1
-0.1% | N=c1c2c(ncn1CCN1CCOCC1)Oc1cc(O)ccc1C2c1ccccc1 (stereo not given)
15.3% | COC(=O)CNC(=O)C1c2ccccc2C(=O)N(Cc2ccccc2)C12CCCC2 (stereo not given)
-3.0% | Cc1ccc(C(NC(=O)Cc2n[nH]c(=O)c3ccccc23)c2ccccc2)cc1 (stereo not given)
12.8% | CN(CCC#N)C(=O)CC(Cc1ccccc1)C1CCOC(C)(C)C1 (stereo not given)
? | CCC(=O)Oc1ccc(C(=O)Nc2cccc(NC(=O)c3ccco3)c2)cc1
28.2% | Cc1ccc(CNCC(O)c2ccccc2)s1 (stereo not given)
-21.1% | COCCn1c(CO)nnc1C1CC(NC(=O)C2(C)CCCC2)C1 (stereo not given)
? | CCOc1ccc(S(=O)(=O)Nc2nc3ccccc3nc2NC2CC(C)(C)NC(C)(C)C2)cc1
-8.7% | COc1ccc(C2CC(=O)c3c([nH]c(C(=O)OC4CCC(C)CC4)c3C)C2)cc1OC (stereo not given)
25.1µM* | CCOc1cc(-c2noc(-c3nnn4c3COC(c3ccc(F)cc3)C4)n2)ccc1OC (stereo not given)
-18.7% | CCC(C)NC(=O)c1cc2sc3ccccc3c2s1 (stereo not given)

# Overlap with the part before: 6 entries, then new ones.
KDM5B inh | Compound
28.2% | Cc1ccc(CNCC(O)c2ccccc2)s1 (stereo not given)
-21.1% | COCCn1c(CO)nnc1C1CC(NC(=O)C2(C)CCCC2)C1 (stereo not given)
? | CCOc1ccc(S(=O)(=O)Nc2nc3ccccc3nc2NC2CC(C)(C)NC(C)(C)C2)cc1
-8.7% | COc1ccc(C2CC(=O)c3c([nH]c(C(=O)OC4CCC(C)CC4)c3C)C2)cc1OC (stereo not given)
25.1µM* | CCOc1cc(-c2noc(-c3nnn4c3COC(c3ccc(F)cc3)C4)n2)ccc1OC (stereo not given)
-18.7% | CCC(C)NC(=O)c1cc2sc3ccccc3c2s1 (stereo not given)
8.3% | CN(Cc1ccccc1Cl)C(=O)c1ccccc1O
-9.6%[86.2 µM] | O=C1NCC2(CCN(C(=O)c3ccccc3)CC2)Oc2ccccc21
? | CCCOc1cccc(-c2cc(C(=O)OC)c3ccccc3n2)c1
-6.9% | Cc1ccc(C(=O)NC2CCN(c3cc(-c4ccc(F)cc4)[nH]n3)CC2)cc1C
? | Cc1cccc(-c2nc3c4ccccc4n(CC(=O)Nc4cccc(F)c4)c(=O)n3n2)c1
-5.6% | CCCN1C(=O)CC[C@H]2CN(C(=O)CCOc3ccccc3C)CC[C@H]21
4.1% | CCCn1c(-n2nc(C)cc2C)nc2c1c(=O)n(CC(=O)OC)c(=O)n2C
13.9% | Cc1nc(/C=C/C(=O)N(CCC#N)Cc2cccnc2)cs1
-17.4% | Oc1ccc2ccccc2c1C=NCC12CC3CCC(CC(C3)C1)C2
? | COc1ccc(C2CC(=O)N(Cc3ccc(F)cc3)c3ccccc3S2)cc1 (stereo not given)
-13.0% | COCCNC(=O)CCCN1C(=O)COc2ccc(C(=O)COc3ccccc3F)cc21
-27.8% | Cc1ncc(CO)c2c1Oc1nc(-c3ccccc3)nc(SCC(=O)N3CCCCC3)c1C2
-2.4% | Cc1ccc(-c2nnc(C3CN(C(=O)CCC4CCCC4)CC34CCOCC4)o2)cc1 (stereo not given)
3.3% | CC(NC(=O)c1ccc(Cl)o1)c1ccc(S(N)(=O)=O)cc1 (stereo not given)
-20.8% | COCCCNC(=O)c1cc2cc(S(=O)(=O)N3CCCCC3)ccc2n1C
9.2% | CCN(CC)CCNC(=O)C(=O)Nc1cccc2[nH]ccc12
20.2% | O=C1COc2ccc(S(=O)(=O)N3CCCC3)cc2N1
? | O=C(NCC1CCCO1)c1nnn2cc(-c3ccccc3)[nH]c(=O)c12 (stereo not given)
5.6% | CCN(C1CCOCC1)C1CN(C(=O)C2CCC2)C1
6.6% | O=C(N[C@H]1CCN2C(=O)c3cc(-c4ccc(F)cc4F)ccc3NC(=O)[C@H]12)c1cnccn1
15.6% | CN(CCCC(=O)OC(C)(C)C)C(=O)/C=C/c1ccc(Cl)cc1
13.9% | Cc1ccc(NC(=O)CN(C)CC(=O)NC2(C#N)CCCC2)cc1
-1.0% | S=C(NCCc1ccccc1)c1ccccc1
-0.6% | CNC(=O)c1ccc(CN(C)c2nc3ccccc3o2)cc1
? | CN1CC(=O)N(C2CCCNC2)Cc2c1ncnc2N1CCCC(O)C1 (stereo not given)
13.1% | CCc1ccc(-n2cccc2)cc1
1.4% | O=C(Nc1ccc(F)cc1)C1CCN(c2nc3ccccc3nc2C(F)(F)F)CC1
? | COc1ccccc1C(=O)Nc1ccc(C(=O)OCc2cc(=O)n3ccsc3n2)cc1
36.8% | Nc1nc(NCc2ccccc2)n(-c2ccccc2)n1
19.9% | CC(C)(C)C(=O)Cn1cnc(C#N)n1

# 5 entries picked at random from those above:
KDM5B inh | Compound
-0.1% | N=c1c2c(ncn1CCN1CCOCC1)Oc1cc(O)ccc1C2c1ccccc1 (stereo not given)
? | C/C(=N\NC(=O)c1ccccc1)c1ccc2c3c(cccc13)CC2
3.5% | Cc1cc(=O)c(C(=O)N2CCN(Cc3ccccc3)CC2)nn1-c1ccccc1F
-3.3% | Cc1ccc(C)c(N2CCN(C(=O)Cn3ncc4c(=O)oc5ccc(C)cc5c43)CC2)c1
? | Cc1ccc(CNC(=O)CCc2c(C)nc3c(c(C)nn3-c3ccccc3)c2C)cc1

# The list goes on.
KDM5B inh | Compound
14.9% | CCC(CC)NC(=O)Nc1ccc(C)c(F)c1
-7.0% | CN(C)C[C@@H]1CN(Cc2ccccn2)C[C@H]1NS(=O)(=O)c1cccc(C#N)c1
-11.8% | COC(=O)c1cc2occc2n1Cc1nc(-c2cccc(Cl)c2)oc1C
-21.9%[86.2 µM] | CN1CC(=O)N(C2CCC2)Cc2c1ncnc2N1CCCC1
? | Cn1cc(C(=O)Nc2ccc(C#N)cc2)c2ccccc2c1=O
? | CCn1c(CN2CCCCC2)nc2cc(NC(=O)COc3ccc(C(C)(C)C)cc3)ccc21
11.7% | COCCCNc1nc(N)c([N+](=O)[O-])c(Nc2ccccc2OC)n1
? | COc1ccc(Cc2nc3ccc(C(=O)NCCc4ccccc4)cc3o2)cc1
? | Cc1nc(-c2ccc(S(=O)(=O)N(Cc3ccccc3)C(C)C)cc2)co1
-1.9% | Cc1ccc(O)c(NC(=O)c2nc3nc(C)cc(C(F)F)n3n2)c1
-17.2% | Cc1nc(CSc2ccccc2C(=O)N2CCCc3ccccc32)no1
-21.3% | CCOC(=O)c1cc(-c2ccccc2)n(CCC(=O)NCc2ccccc2Cl)c1C
-25.7% | COC(=O)c1cccc(NC(=S)N[C@H]2CO[C@H]3[C@@H]2OC[C@@H]3n2nnnc2Oc2ccc3c(c2)OCO3)c1
-33.9% | COc1ccccc1N1CCN([C@@H]2[C@H](O)[C@H](CO)O[C@@H]2CNC(C)=O)CC1
-2.0%[115 µM] | CC(=O)NCCC(=O)N1Cc2ccccc2CC2(CCCCN2CC2CCNCC2)C1 (stereo not given)
16.5% | CN(CC1CCOC1)C(=O)NC1CCCCC1 (stereo not given)
14.7% | Clc1cccc(CNCCOc2ccccn2)c1
i | COc1ccc(-c2noc(CNC(=O)CCc3c(C)c4ccc(O)cc4oc3=O)n2)cc1
7.7% | COc1ccc(NC(C)=O)cc1NC(=O)CCc1c[nH]c2ccccc12
7.2% | O=C(Nc1ccc2c(c1)CCC2)N1CCC2(CC1)OCCO2
-3.2% | COc1ccc(C(=O)/C=C/c2cc(OC)ccc2OC)cc1
11.5% | CC1CCN(C(=O)COc2ccc(S(=O)(=O)N3CCCC3)cc2)CC1
1.5%[149 µM] | CCCN1CCC2(Cc3ccccc3CN(C(=O)c3ccccc3)C2)C1 (stereo not given)
12.8% | Cc1ccc(S(=O)(=O)NCCc2cccc3cccnc23)cc1
? | O=C(NCCO)C(=O)Nc1c2c(nn1-c1ccc(F)cc1)CSC2
-8.8%[86.2 µM] | CC(C)NC(=O)Nc1ccc([C@H]2OCC(=O)N[C@@H]2CO)cc1
35.5µM* | CC(=O)Nc1ccccc1-c1nccc2c(=O)cc(N(C)C3CCOCC3)oc12
? | Cn1c(=O)cc(OCCCC(=O)Nc2ccc(F)cc2)c2ccccc21
? | O=C1CN(C(=O)Nc2ccccc2C(F)(F)F)C(c2ccccc2)c2c(sc3c2CCCC3)N1 (stereo not given)
10.1% | CCCc1nnc(NC(=O)Cn2ccc3c(Cl)cccc32)s1
20.7%[149 µM] | NCc1cccc(-c2ccccc2F)c1
? | COc1ccc(CN2C(=O)[C@@H]3C[C@@H](CN3Cc3ccccc3Cl)Oc3ccccc32)cc1
26.8% | CC#CC[N+](C)(C)CCCCCCCCCCCC
9.6% | CC(=O)N1CCc2cc(CNS(=O)(=O)c3ccc(Br)s3)ccc21
-21.5% | O=C(NCc1cc2n(n1)CCNC2)c1cc2c(s1)CCCCC2
